# High-throughput results deposited in PubChem by The Scripps Research Institute Molecular Screening Center.
# PG9 binder – binders of HIV-1 gp120 antibody PG9, primary screen, biochemical, TR-FRET | HIV-1 gp120 / PG9 antibody interaction | TR-FRET gp120-PG9 antibody binding | inhibition, % at 6.7 µM | 360,000 compounds, 0.43% hits | AID 624416, 2012; in the data active means inhibition above about 8.5%
# Tn7 DDE FP – inhibitors of Tn7 peptide binding to fibrin DD(E), primary screen, biochemical, fluorescence polarization, human fibrin, Tn7 probe | Fibrinogen beta chain (Homo sapiens), P02675 | FP displacement of FITC-Tn7 peptide from fibrin DD(E); 0% = median of compound wells per plate | inhibition, % at 8.3 µM | 370,000 compounds, 0.13% hits | AID 720508, 2013;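 active means inhibition above the mean of compounds falling within the control limits plus 3 SD of them, cut at about 14% in these data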;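 further: 0% = plate median of compound wells and 100% = 10 µM Aha-Tn7 peptide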
# Target sequence (P02675 whole entry, looked up): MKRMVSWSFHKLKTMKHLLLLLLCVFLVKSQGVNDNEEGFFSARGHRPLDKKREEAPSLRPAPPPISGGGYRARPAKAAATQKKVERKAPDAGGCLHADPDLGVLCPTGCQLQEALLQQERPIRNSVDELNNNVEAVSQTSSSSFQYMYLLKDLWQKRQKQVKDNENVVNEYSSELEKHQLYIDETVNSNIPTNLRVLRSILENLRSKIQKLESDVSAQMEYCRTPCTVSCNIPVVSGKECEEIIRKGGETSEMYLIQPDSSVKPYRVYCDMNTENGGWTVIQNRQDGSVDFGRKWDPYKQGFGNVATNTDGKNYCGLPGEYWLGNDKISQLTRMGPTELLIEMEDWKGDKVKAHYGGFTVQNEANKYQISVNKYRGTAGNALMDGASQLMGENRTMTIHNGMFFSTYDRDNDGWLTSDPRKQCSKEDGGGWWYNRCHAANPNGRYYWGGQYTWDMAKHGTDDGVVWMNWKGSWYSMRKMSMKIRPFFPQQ
#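 System: human fibrin DD(E); quantity: Fibrin-DD(E) at 2 µM final; also added: fluorescent Tn7 probe at 0.1 µM; compound dosing: single nominal test concentration of 8.3 µM per compound; schedule: 10 min preincubation, 3 h with tracer, room temperature; detection: fluorescence polarization of the labelled Tn7 tracer; repeats: one replicate per compound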
# HTRA1 inh – HTRA1 serine protease inhibitors, primary screen, biochemical, fluorescence polarization, HTS. 340,000 compounds, 0.5% hits. recombinant HTRA1, FP-rhodamine activity-based probe. AID 504803, 2011. inhibition, % at 5.96 µM. Q92743; in the data active means inhibition above about 36%;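 further: 0% = enzyme with DMSO and 100% = wells lacking enzyme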
# TCR CD3 inh – inhibitors of human TCR-CD3 interaction, primary screen, biochemical, fluorescence, TAMRA-labeled TCR probe. T-cell receptor (TCR). inhibition, % at 9.4 µM. 360,000 compounds, 0.37% hits. AID 651800, 2012; in the data active means inhibition above about 19%;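 further: recombinant mutant TCR 2C K166C tagged with TAMRA read by polarization; 0% = receptor in buffer alone and 100% = receptor with positive control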
# SIAE primary – human SIAE inhibitors, primary screen, biochemical, fluorescence polarization, FP-Rh probe, 1536-well HTS. 370,000 compounds, 0.69% hits. AID 1053197, 2014. SIAE FP-Rh probe binding. Sialate O-acetylesterase (Homo sapiens), Q9HAT2. inhibition, % at 9.66 µM;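 active means inhibition above a cutoff: mean of compounds within the control limits plus 3 SD of those, cut at about 17% in these data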;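 further: 0% = plate median of compound wells and 100% = probe without SIAE protein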
# UHRF1 binding – UHRF1 methylated DNA binding inhibitors, primary screen, counter-screen for MBD2 inhibitor project, biochemical, TR-FRET, human UHRF1, single concentration; 370,000 compounds, 0.75% hits; inhibition, % at 4.4 µM; AID 687016, 2013; UHRF1 binding to methylated oligo; E3 ubiquitin-protein ligase UHRF1 (Homo sapiens), Q96T88; in the data active means inhibition above about 21%;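 further: UHRF1 SRA domain binding a hemimethylated CpG hairpin DNA probe; 0% = median of test compound wells and 100% = reference inhibitor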
# TDP2 inh – human TDP2 enzyme inhibitors, primary screen, biochemical, epi absorbance, recombinant enzyme; T5PNP hydrolysis, p-nitrophenol absorbance 415 nm; AID 720702, 2013; 370,000 compounds, 0.34% hits; Tyrosyl-DNA phosphodiesterase 2 (Homo sapiens), O95551; inhibition, % at 12.8 µM;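 active means inhibition above the mean of all tested compounds plus 3 SD, set per campaign, cut at about 25% in these data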;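 further: 0% = DMSO with enzyme and 100% = buffer with substrate but no TDP2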
#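 test system = human TDP2 enzyme | input = TDP2 enzyme at 120 nM final | medium = 50 mM Tris-HCl pH 7.5 with Mg2+, KCl, DTT, BSA | also added = T5PNP substrate, 5 mM | times = 2 h at 37 °C | technique = epi absorbance | benchmarks = high control without enzyme, low control DMSO plus TDP2 | replication = each compound tested once, singlicate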
# LEDGF integ inh – blockers of LEDGF/p75-dependent integrase strand transfer – biochemical, TR-FRET, high throughput, primary screen. TR-FRET IN-LEDGF/p75 DNA integration, Eu/Cy5. HIV-1 integrase (with human LEDGF/p75). 370,000 compounds, 0.64% hits. inhibition, % at 3.7 µM;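 active means inhibition above the screen-wide mean plus 3 SD, cut at about 13% in these data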;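 further: signal is the Cy5 over europium emission ratio at 671 and 618 nm; 0% = plate median of compound wells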
# PRMT1 inh – PRMT1 methyltransferase inhibitors, primary screen, biochemical, fluorescence polarization. Protein arginine N-methyltransferase 1 (Homo sapiens), Q99873. recombinant PRMT1, activity-based probe fluorescence polarization. inhibition, % at 2.79 µM. 370,000 compounds, 1.3% hits. AID 652257, 2013;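 active means inhibition above about 21% made by adding two undisclosed values, limit read from the data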
# ABHD4 inh – ABHD4 inhibitors, primary screen, biochemical, fluorescence polarization, mouse | 370,000 compounds, 0.54% hits | (Lyso)-N-acylphosphatidylethanolamine lipase (Mus musculus), Q8VD66 | inhibition, % at 8.92 µM | purified mABHD4, FP-Rh probe fluorescence polarization;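 active means inhibition exceeding the mean over every tested compound plus 3 SD, cut at about 30% in these data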;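 further: 0% = plate median of compound wells and 100% = S159A mutant with DMSO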
# Target sequence (Q8VD66 whole entry, looked up): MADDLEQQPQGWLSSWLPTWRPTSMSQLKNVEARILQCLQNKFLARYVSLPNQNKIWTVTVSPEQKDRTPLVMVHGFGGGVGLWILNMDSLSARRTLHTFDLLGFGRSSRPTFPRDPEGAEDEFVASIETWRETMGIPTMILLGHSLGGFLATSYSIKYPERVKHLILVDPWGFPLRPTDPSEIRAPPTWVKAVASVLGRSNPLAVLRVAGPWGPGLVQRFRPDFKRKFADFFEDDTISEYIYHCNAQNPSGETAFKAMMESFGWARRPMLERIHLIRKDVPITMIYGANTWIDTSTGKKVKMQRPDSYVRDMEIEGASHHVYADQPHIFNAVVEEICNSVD
#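 Assay system: mABHD4 protein; medium: HEPES pH 7.0, NaCl, Pluronic buffer; dosing: 8.92 µM, single dose; schedule: 45 min + 60 min at 25 °C; signal: FP readout, ex 525 nm / em 598 nm; read-out: normalized percent inhibition of probe labeling; repeats: single replicate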
# * hit, by the source's call; . = no result given; & = joins results of further samples.
SMILES,PG9 binder,Tn7 DDE FP,HTRA1 inh,TCR CD3 inh,SIAE primary,UHRF1 binding,TDP2 inh,LEDGF integ inh,PRMT1 inh,ABHD4 inh
CCC1CCc2c(sc3nc(SCC(=O)NCc4ccco4)n(-c4ccccc4)c(=O)c23)C1 (centres undefined),4.1,-7,-1,4,-15,-3,6,-1,0,-7
CC1=C(C(=O)N2CCOCC2)CC(CC(=O)NCCCN(C)C)C(=O)N1Cc1ccc(C(C)(C)C)cc1 (centres undefined),-0.6,2,.,0,4,0,4,-1,6,10
Cc1ccccc1NC(=O)CSCc1cc(=O)n2ccsc2n1,-3.0,0,4,-3,0,6,-19,-7,12,-16
Cc1ccc(NC(=O)/C(C#N)=C/c2cc(C)n(-c3ccc(N4CCOCC4)c([N+](=O)[O-])c3)c2C)c(C)c1,0.9,-4,-4,3,-2,0,4,-2,-1,-6
COc1cccc(CCc2nnc(CCC(=O)N3CCCC3c3nccs3)o2)c1 (centres undefined),2.1,6,-3,-8,-7,2,-25,-6,2,2
COc1ccc(-c2cc(-c3cc(F)ccc3O)[nH]n2)cc1OC,1.8,3,-28,-3,-12,-7,-7,-1,-2,-28
CC1=C(C(=O)OCc2ccccc2)C(c2ccccc2OS(=O)(=O)c2ccccc2[N+](=O)[O-])NC(=O)N1CCCC(=O)O (centres undefined),-0.1,-6,.,4,-8,1,14,1,1,6
CCn1cc(C(=O)NCC2CCCO2)c(=O)c2cc(S(=O)(=O)N3CCCCCC3)ccc21 (centres undefined),0.9,5,0,-6,-8,4,2,-1,3,4
CC(=O)Nc1ccc(NC(=O)C(C)OC(=O)CSCc2cccc(Cl)c2)cc1 (centres undefined),0.2,4,0,0,-12,-1,10,-1,3,1
N#CCCn1c(SCC(=O)N2CCN(S(=O)(=O)c3ccccc3)CC2)nc2ccccc21,-2.0,-1,2,-1,8,0,3,0,7,2
COc1ccc(-c2nc3nc(C)cc(C)n3n2)cc1,0.5,8,2,-3,-1,0,8,-3,-2,1
CC(C)CN(Cc1cc2ccccc2[nH]c1=O)C(=O)c1cccnc1,1.8,6,-6,-4,-8,-1,9,1,-1,-2
CC(C)(C)OC(=O)N[C@H](C(=O)OC(C)(C)C)c1ccc(Br)cc1,-0.4,3,-2,5,0,0,-6,-2,3,-1
CCN(CC)C(=O)c1ccc(Cc2cn(C)c3ccccc23)nc1,2.8,-3,.,6,8,-1,5,-3,-2,9
COc1ccc(NC(=O)CN(C)C(=O)CCc2ccccc2)cc1,-1.7,-6,2,-2,-2,-1,-2,-3,-12,7
Cc1cccc(OCC(C)CN2CCC(C(O)(c3ccccc3)c3ccccc3)CC2)c1 (centres undefined),.,-3,.,.,8,2,-8,-5,-2,1
c1ccc2c(c1)nc(-c1ccncc1)n2CCNc1nc(CN2CCCCC2)cs1,1.3,-2,-1,-4,5,5,0,2,0,0
CCC(=O)NC(=S)Nc1cccc(NC(=O)c2ccco2)c1,-1.8,-1,-5,6,-4,1,-1,4,0,0
Cc1ccccc1NC(=S)N(CCCN1CCOCC1)Cc1cccs1,-0.1,-6,9,-1,1,-4,-4,6,-2,1
COC(=O)c1c(C(=O)OC)c2oc3ccccc3n2c1Cl,0.7,3,6,-8,1,1,6,-2,1,0
O=C(Nc1cccc(N2C(=O)C3C4C=CC(C4)C3C2=O)c1)c1cccs1 (centres undefined),0.3,-1,-8,-3,3,-1,-11,6,-2,-2
O=C(COc1ccc(Br)cc1)Nc1ccc2c(c1)C(=O)NC2=O,0.3,-3,1,10,-1,-1,-7,-2,0,0
COc1ccc(C(=O)NC(Oc2ccccc2)C(Cl)(Cl)Cl)cc1 (centres undefined),0.8,1,-5,-2,-1,3,-4,-6,4,-2
COc1ccc(-c2cc(NC(=O)Cc3c(C)[nH]c4ccccc34)ccc2Nc2cccnc2)cc1F,-1.0,0,.,-5,17,-3,-4,-2,-1,9
CS(=O)(=O)N(CC(=O)N1CCOCC1)c1cc(Cl)ccc1Cl,-1.1,6,5,6,5,-3,13,-1,2,2
CCN1C(=NCc2cc(OC)c(OC)c(OC)c2)N[C@@H](c2cccc(C(F)(F)F)c2)C(C(=O)OC)=C1C,-1.9,-1,-1,8,-10,-1,-7,-1,1,1
CCOc1ccc(C(C(=O)NC2CCCC2)N(C(=O)c2snc(C(N)=O)c2N)C2CCCC2)cc1 (centres undefined),-1.7,-4,-7,-1,2,5,-9,0,1,-13
CCn1c(SCc2ccc(F)cc2)nnc1C1CCN(S(=O)(=O)c2ccc(OC)cc2)CC1,1.2,0,-4,3,7,0,-2,0,-2,0
CC(=O)c1c(C)c[nH]c1C,-2.9,-8,-2,2,0,1,-12,2,5,1
O=S1(=O)CC(N2CCCCC2)CN1Cc1cn(Cc2ccccc2)nn1 (centres undefined),-0.4,2,.,-8,-1,7,-5,-5,7,0
Cc1cccc(C)c1NC(=O)c1cnccn1,-2.5,-1,4,1,-5,-1,-8,2,-1,-2
COc1cc2c(cc1[N+](=O)[O-])-c1ccccc1C2,-0.9,1,6,1,-1,-2,3,4,-2,0
CCC1CCCCN1S(=O)(=O)c1ccc(NC(=O)CSc2ncccc2C(=O)O)cc1 (centres undefined),-0.8,-8,-8,4,1,0,5,5,3,-1
COc1ccc2[nH]c(=O)c(CN(Cc3nnnn3Cc3ccccc3)CC3CCCO3)cc2c1 (centres undefined),0.6,9,6,-1,3,6,-4,2,-1,2
CC(=O)CC1(O)C(=O)Nc2ccccc21 (centres undefined),-1.8&0.2,5&-2,4,-8&4,2&-6,1&1,-7&9,-2&-6,-3&9,2&3
Cc1cc(C(=O)Cn2cc([N+](=O)[O-])ccc2=O)c(C)n1CC1CCCO1 (centres undefined),3.4,0,1,-13,-8,0,-12,-1,6,-9
O=C(C(Cc1ccccc1)N1C(=O)C2C3C=CC(C3)C2C1=O)N1CCCCC1 (centres undefined),1.5,-5,0,0,-2,-2,1,-1,1,-3
Cc1cccc(-c2nc3c(c(SCC(N)=O)n2)CCCC3)c1,1.7,-5,-3,-1,-4,4,-10,-5,1,-21
Cc1[nH]c2ccccc2c1/C=N/NC(=O)CNC(=O)c1ccc2c(c1)OCCO2,-1.6,-5,-1,3,3,-2,-9,2,-9,4
COc1ccc(-c2oc(NC(=O)c3ccc(C)cc3)c(C#N)c2-c2ccc(OC)cc2)cc1,-3.1,-1,-35,0,0,-6,-2,-2,-1,-16
Cc1ccc(NC(=O)C2CCCN(C(=O)c3ccc(Cl)cc3)C2)c(C)c1 (centres undefined),-0.8,-4,-2,5,-3,5,6,2,-5,4
Cc1cc2c(Nc3ccccc3)ncnc2s1,-0.6,0,-8,10,3,-2,-2,6,-2,0
O=C(NCc1ccco1)c1ccc(Cn2c(=O)c3ccccc3n(Cc3cccc(F)c3)c2=O)cc1,-1.5,1,-3,0,-22,-1,2,0,0,-2
CCOC(=O)c1ccc(NC(=O)C2(c3ccc(OC)cc3)CCOCC2)cc1,1.4,-1,-15,-6,3,-2,-7,-1,-1,1
O=C(CN1CCC(n2cnc3cc(F)ccc32)CC1)Nc1ccccc1Br,0.6,1,-7,3,4,6,0,3,-1,0
COc1ccc(-c2cnc3c(NC=O)cc(-c4ccccc4)cn23)cc1OC,1.7,6,.,-5,-6,-4,-2,-5,3,3
CCC(=O)N1CCCc2cc(S(=O)(=O)N3CCC(N4CCCCC4)CC3)ccc21,-0.7,4,2,-2,-6,5,-18,5,-4,-11
Cc1ccc(C)c(NC(=O)CN(C)C(=O)COc2ccc3ccccc3c2)c1,0.2,-11,2,-2,-4,1,0,1,-2,2

# Some of these compounds in order of the SIAE primary value, lowest first:
SMILES	SIAE primary
Cc1cccc(-c2nc3c(c(SCC(N)=O)n2)CCCC3)c1	-4
O=C(C(Cc1ccccc1)N1C(=O)C2C3C=CC(C3)C2C1=O)N1CCCCC1 (centres undefined)	-2
Cc1cc2c(Nc3ccccc3)ncnc2s1	3

# (list continues)
SMILES,PG9 binder,Tn7 DDE FP,HTRA1 inh,TCR CD3 inh,SIAE primary,UHRF1 binding,TDP2 inh,LEDGF integ inh,PRMT1 inh,ABHD4 inh
Fc1ccc(COc2ccccc2-c2ccnc3ncnn23)cc1,1.4,9,0,-2,0,6,20,-4,2,3
O=C1NC(c2cccc(Cl)c2)Oc2ccccc21 (centres undefined),-1.4,-4,1,-5,-1,3,-7,-6,0,1
Cc1ccc(C)c(S(=O)(=O)N2CCN(Cc3cc4c(cc3O)OCO4)CC2)c1,0.0,1,-5,-6,11,1,-12,-9,45*,-12
O=C(CSc1nnc(NC(=O)c2ccc3c(c2)OCO3)s1)NCc1ccco1,8.1,-5,-2,-3,-18,-1,2,3,-2,-17
O=C(NC1CCCCC1)c1ccc(NS(=O)(=O)c2cccc3cccnc23)cc1,-0.2,11,-10,-1,-3,1,8,-5,2,-4
CCOC(=O)c1ccc(NC(=O)c2nc[nH]c2C(=O)N[C@@H](Cc2ccccc2)C(=O)OC(C)(C)C)cc1,-2.1,7,-8,4,-102,-1,3,0,-1,-2
CCc1ccccc1NC(=O)CCc1nc(-c2ccc(C)cc2)no1,-2.3,-2,2,3,1,-4,-5,-3,3,-10
Cc1cc(CN(C)C(=O)CCc2nnc(Cc3cccc(C(F)(F)F)c3)o2)on1,-0.8,1,-3,4,2,-3,3,-1,-3,1
C=CCCC1CN(Cc2ccc(OC)cc2)S(=O)(=O)c2c(NCc3cc(OC)c(OC)c(OC)c3)cccc2O1 (centres undefined),-3.3,2,.,0,0,17,8,-3,-3,-5
